miR-122 sensor: miR-122 Renilla sensor signal increase in Huh7, primary screen, miR-122 inhibitor project, cell-based, single point, plate reader | Huh7 miR-122 Renilla luciferase sensor, 48 h; neutral wells = 0, positive control = 100 | activation (reporter increase), % at 12.5 µM | 0.3% of 340,000 active | AID 602342, 2012;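 active means mean replicate activation score at least 90 and every replicate individually at or above 90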;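 further: higher luciferase means less miR-122 activity so hits act as miR-122 inhibitors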
Cneo AK release: Cryptococcus neoformans cell lysis inducers, primary screen, AK release luminescence, single concentration; C. neoformans lysis, adenylate kinase release luminescence, 4 h; normalised: neutral wells 0, clomiphene wells 100; lysis activity, % at 15 µM; 0.2% of 360,000 active;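 active means mean lysis activity across replicates of at least 80%, whatever share of replicates individually reach that level; inactive means mean lysis activity below 80%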
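Assay system: C. neoformans cells. Amount: yeast cell density of 5 × 10^6 cells/mL. Technique: AK luminescence. Buffer or medium: YPD. Times: static 4 h at 37 °C with compound, 1 h detection. Dosing: single-point compound dose. Read-out: lysis from increased AK signal.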
LGR2 antag: inhibitors of bursicon-induced LGR2 CRE-luciferase signal, primary screen, cell-based, HEK293, CRE-luciferase reporter, bursicon stimulation; Drosophila bursicon receptor LGR2 (rickets); bursicon-stimulated, 4 h; inhibition, % at 9.99 µM; 0.35% of 380,000 active;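 active means drop in luminescence signal, shown as inhibition above about 50% in the replicate tests, limit read from the data, passing the limit was not always enough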;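 further: agonist challenge used bursicon conditioned medium at about half maximal strength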
FN deposit inh: inhibitors of fibronectin matrix deposition, primary screen, AH1F cells, Alexa488-fibronectin fluorescence, plate reader | 0.086% of 350,000 active | AH1F fibroblasts, overnight | inhibition, % at 12.6 µM;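 active means mean inhibition across replicates of 30% or more, regardless of how many single replicates reach that level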;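 further: positive control wells lacked labelled fibronectin entirely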
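Assay system: AH1F fibroblasts assembling fluorescent fibronectin matrix; Amount: 10000 AH1F cells per well; Buffer or medium: DMEM, 2% serum; Probe or stimulus: Alexa488-fibronectin, 24 nM final in well; Doses: single compound dose, delivered by pin transfer; Incubation: 1 h adhesion, overnight exposure; Measured by: fluorescence 485/525 nm; Read-out: fibronectin deposition inhibition.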
Casp6 inh: human caspase-6 inhibitors, primary screen, biochemical, VEID-R110 fluorescence, single point, set 2; inhibition, % at 12.5 µM; 0.53% of 350,000 active; AID 686996, 2013; purified caspase-6, Z-VEID-R110 cleavage fluorescence; P55212;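 active means mean inhibition across replicates at least about 35%, with every replicate also reaching that limit, limit read from the data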;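 further: 0% = median of neutral control wells and 100% = no fluorescence left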
Target sequence (P55212 24-179 limits assumed): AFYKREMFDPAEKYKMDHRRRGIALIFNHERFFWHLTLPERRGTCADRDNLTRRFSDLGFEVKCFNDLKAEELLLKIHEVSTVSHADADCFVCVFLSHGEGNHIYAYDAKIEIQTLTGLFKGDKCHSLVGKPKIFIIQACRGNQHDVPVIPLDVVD
Target sequence (P55212 194-293 limits assumed): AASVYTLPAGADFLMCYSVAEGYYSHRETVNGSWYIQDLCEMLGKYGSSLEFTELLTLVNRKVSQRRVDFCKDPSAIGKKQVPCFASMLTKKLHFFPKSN
PGC1a acetyl inh: inhibitors of PGC1a acetylation signal, primary screen, cell-based, U2OS, AlphaScreen, inhibitor mode. AlphaScreen anti-acetyl-lysine; with virally co-expressed GCN5 acetyltransferase. inhibition, % at 15.6 µM. 0.17% of 350,000 active;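 active means every replicate shows inhibition of at least 40%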;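 further: 0% = neutral control wells and 100% = positive control wells; some results beyond the cut were filed as inactive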
PAX8 reporter: inhibitors of PAX8-driven TPO luciferase reporter, primary screen, RMG-I cells, single concentration. SteadyGlo, 24 h. inhibition, % at 12.6 µM. 1.2% of 360,000 active. AID 652154, 2013;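 active means mean replicate inhibition at least 60% with every replicate also reaching 60%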;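 further: luciferase light reporting Pax8 driven TPO promoter activity; plate controls were median of neutral control wells for no effect and mitoxantrone controls for full effect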
EWS-Fli block: EWS/Fli-driven NR0B1 reporter inhibitors, primary screen, A673 cells, NR0B1 luciferase, luminescence, MLPCN library; viability-normalised; inhibition, % at 12.6 µM; 0.67% of 350,000 active; AID 651661, 2012;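 active means mean inhibition of at least 50% after viability correction, with every replicate also passing that limit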;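 further: firefly luciferase signal divided by Alamar Blue viability fluorescence both relative to DMSO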
* hit, by the source's call; nt = no result given; [ ] = dose if it differs, or a comment.

SMILES	miR-122 sensor	Cneo AK release	LGR2 antag	FN deposit inh	Casp6 inh	PGC1a acetyl inh	PAX8 reporter	EWS-Fli block
C[C@@H]1CN([C@@H](C)CO)C(=O)c2cc(C#CC3(O)CCCC3)cnc2O[C@@H]1CN(C)CC1CC1	2[16.7 µM]	-3	3	2	-2	7	nt	-9
O=C(C[C@@H]1C=C[C@H](NC(=O)c2ccncc2)[C@@H](CO)O1)NCCc1ccncc1	nt	-2	3	nt	1	-2	nt	5
Cc1ccc(-c2nnn(CC(=O)N(c3cnc4ccccc4c3)C(C(=O)NC3CCCC3)c3ccncc3)n2)o1 (configuration not stated)	nt	nt	-11	nt	-1	-5	1	2
O=c1c2ccccc2ncn1CCOc1ccccc1[N+](=O)[O-]	2	-1	nt	3	-1	nt	-105	-93
Cc1cc2cc(C)c(SCC(=O)NCc3ccco3)nc2cc1C	nt	nt	-1	3	-2	nt	4	6
CO[C@H]1CN(C)C(=O)c2cc(NS(=O)(=O)c3ccc(Cl)cc3)ccc2OC[C@H](C)N(C)C[C@H]1C	nt	-50	6	7	-7	-6	6	5
CC(=O)N1CCN(Cc2nc3cc(NC(=O)C4CCCCC4)ccc3n2C)CC1	-2	6	nt	-5	nt	3	-21	nt
Cc1coc2c1c(C)cc1oc(=O)c(CC(=O)NCC(=O)O)c(C)c12	0	4	2	-5	6	20	-16	-1
O=C(Nc1sc2c(c1C(=O)O)CCCC2)c1ccccc1Cl	-8	1	-16	-1	-2	-8	-14	-7
CCn1c(-c2nn(-c3ccc(C)cc3)ccc2=O)n[nH]c1=S	nt	nt	27	5	-5	3	-9	-4
C/C(=C\c1ccccc1)CN1CCC(C(=O)N2CCC(C)CC2)CC1	13	1	nt	8	nt	-9	14	nt
O=C(O)c1ccc(-c2cccc(-c3nn4c(=O)cc(N5CCNCC5)nc4s3)c2)cc1	-4	0	8	-3	-3	4	6	-15
O=C(Nc1cccc(S(=O)(=O)Nc2ccccc2F)c1)c1ccco1	48	-1	0	7	3	nt	4	-10
COc1ccc(Nc2cc3n(c(=O)n2)CCc2cc(OC)c(OC)cc2-3)c(C)c1	nt	-2	-39	18	4	-20	-8	1
CC(=O)Nc1ccc(NC(=O)c2ccccc2N(C)S(=O)(=O)c2ccccc2)cc1	0	1	0	-2	-2	5	6	-44
CCn1cc(C(=O)N[C@H](C(=O)NCCCOC)C(C)C)c(=O)c2cc3c(cc21)OCO3	nt	-1	3	5	nt	nt	-6	5
COc1cccc(C#Cc2ccc3c(c2)[C@H]2[C@H](CCN2C(C)=O)[C@H](CO)N3)c1	nt	nt	6	23	9	-7	nt	nt
CN(C)c1ccc(C=Cc2nccc3ccccc23)cc1	4	-11	4	-18	-3	9	-99	-47
CCOc1ccc(CN(C(=O)c2oc3ccccc3c2C)C2CCS(=O)(=O)C2)cc1 (configuration not stated)	-2	0	nt	7	nt	0	nt	nt
O=C(Cn1cc2c(n1)CCCC2)NCCCN1CCN(c2ccccc2F)CC1	-2	-3	5	13	-6	6	-7	4
Cc1cccc2c(C(=O)N3CCN(C(=O)c4ccco4)CC3)cc(-c3cccc(Br)c3)nc12	nt	nt	12	-2	0	-2	50	27
NC(=O)CC(NC(=O)Cc1ccc(Br)cc1)c1ccc(NC2CCN(Cc3ccccc3)CC2)c([N+](=O)[O-])c1 (configuration not stated)	nt	16	-6	10	3	nt	27	2
O=C(c1cn(-c2ccccc2)nc1-c1ccc(F)cc1)N1CCCCC1	nt	nt	17	nt	4	nt	-1	24
COc1ccc(S(=O)(=O)Nc2ccccn2)cc1	6	0	-1	14	-5	16	-1	17
CC(C)NC(=O)N(C)C[C@@H]1Oc2ccc(NC(=O)Cc3ccccc3)cc2C(=O)N([C@@H](C)CO)C[C@H]1C	-5[16.7 µM]	-3	-21	nt	0	1	0	-5
COc1cccc(C#Cc2ccc([C@@H]3[C@@H](CO)N(C(=O)C4CCC4)[C@H]3C#N)cc2)c1	nt	1	100*	-7	1	-24	70*	3
O=C(N/N=C/c1sc(=O)n(Cc2ccc(Br)cc2)c1Cl)c1ccco1	nt	nt	-3	0	-1	nt	47	nt
Cc1cccn2c(=O)nc(SCC(=O)Nc3cccc4ccccc34)nc12	nt	nt	4	0	2	nt	nt	0
CC1Cc2cc(S(=O)(=O)N3CCC(C(N)=O)CC3)ccc2N1C(=O)C1CC1 (configuration not stated)	34	nt	8	-10	2	-8	-11	nt
Cc1ccc(S(=O)(=O)N2CCN(S(=O)(=O)c3ccc(C)cc3)C2)cc1	1	4	nt	-4	nt	-21	4	nt
O=C(C[C@@H]1CC[C@@H]2[C@H](COC[C@@H](O)CN2S(=O)(=O)c2ccc(F)cc2)O1)NCC1CCCCC1	2[16.7 µM]	0	-22	-8	5	-4	2	-3
C#CCOCCOCCOCCNc1nc(N2CCN(C(=O)[C@H](CCC(=O)O)n3cc([C@@H](N)[C@H](C)CC)nn3)CC2)nc(N2CCN(C(=O)[C@H](CCCCN)n3cc([C@@H](N)CC(N)=O)nn3)CC2)n1	-8	1	-21	-10	-84	6	-9	8
CNC(=O)c1ccccc1S(=O)c1ccccc1COC(C)=O (configuration not stated)	2	-1	15	10	-1	nt	-30	-20
O=C(c1cccc(S(=O)(=O)Nc2cccc(C(F)(F)F)c2)c1)N1CCCCC1	-1	nt	-2	-9	1	-4	-14	-2
CCCCC(NS(=O)(=O)c1ccc(C)cc1)C(=O)Oc1ccc2c3c(c(=O)oc2c1)CCC3 (configuration not stated)	1	1	12	4	0	3	-15	-11
COc1ccc(NC(=O)CN(C)C(=O)c2ccc(N3CCCCC3)c([N+](=O)[O-])c2)cc1	nt	-2	5	0	2	nt	-7	1
O=C(C[C@H]1CC[C@@H]2[C@H](COC[C@@H](O)CN2C(=O)Cc2ccccc2)O1)NC1Cc2ccccc2C1	-2[16.7 µM]	45	-5	-8	0	3	-1	-6
C=C1CCN([C@@H](Cc2ccccc2)C(=O)NCc2ccccc2)S(=O)(=O)c2ccccc21	4	1	-13	5	3	-19	-3	11
COc1ccc(S(=O)(=O)Nc2ccc3c(c2)CC(=O)N([C@H](C)CO)C[C@H](C)[C@H](CN(C)Cc2ccc(Cl)c(Cl)c2)O3)cc1	8[16.7 µM]	-1	19	nt	-1	-15	15	31
O=C(Nc1ccc2c(c1)[C@H]1C[C@@H](CC(=O)N3CCCCC3)O[C@H](CO)[C@H]1O2)c1ccc2c(c1)OCO2	-2[16.7 µM]	-1	-7	10	0	-9	4	-5

10 of the compounds above, with values under each structure.
Results follow in this order: miR-122 sensor, Cneo AK release, LGR2 antag, FN deposit inh, Casp6 inh, PGC1a acetyl inh, PAX8 reporter, EWS-Fli block
O=C(C[C@@H]1CC[C@@H]2[C@H](COC[C@@H](O)CN2S(=O)(=O)c2ccc(F)cc2)O1)NCC1CCCCC1
 : 2[16.7 µM], 0, -22, -8, 5, -4, 2, -3
C#CCOCCOCCOCCNc1nc(N2CCN(C(=O)[C@H](CCC(=O)O)n3cc([C@@H](N)[C@H](C)CC)nn3)CC2)nc(N2CCN(C(=O)[C@H](CCCCN)n3cc([C@@H](N)CC(N)=O)nn3)CC2)n1
 : -8, 1, -21, -10, -84, 6, -9, 8
CNC(=O)c1ccccc1S(=O)c1ccccc1COC(C)=O (configuration not stated)
 : 2, -1, 15, 10, -1, nt, -30, -20
O=C(c1cccc(S(=O)(=O)Nc2cccc(C(F)(F)F)c2)c1)N1CCCCC1
 : -1, nt, -2, -9, 1, -4, -14, -2
CCCCC(NS(=O)(=O)c1ccc(C)cc1)C(=O)Oc1ccc2c3c(c(=O)oc2c1)CCC3 (configuration not stated)
 : 1, 1, 12, 4, 0, 3, -15, -11
COc1ccc(NC(=O)CN(C)C(=O)c2ccc(N3CCCCC3)c([N+](=O)[O-])c2)cc1
 : nt, -2, 5, 0, 2, nt, -7, 1
O=C(C[C@H]1CC[C@@H]2[C@H](COC[C@@H](O)CN2C(=O)Cc2ccccc2)O1)NC1Cc2ccccc2C1
 : -2[16.7 µM], 45, -5, -8, 0, 3, -1, -6
C=C1CCN([C@@H](Cc2ccccc2)C(=O)NCc2ccccc2)S(=O)(=O)c2ccccc21
 : 4, 1, -13, 5, 3, -19, -3, 11
COc1ccc(S(=O)(=O)Nc2ccc3c(c2)CC(=O)N([C@H](C)CO)C[C@H](C)[C@H](CN(C)Cc2ccc(Cl)c(Cl)c2)O3)cc1
 : 8[16.7 µM], -1, 19, nt, -1, -15, 15, 31
O=C(Nc1ccc2c(c1)[C@H]1C[C@@H](CC(=O)N3CCCCC3)O[C@H](CO)[C@H]1O2)c1ccc2c(c1)OCO2
 : -2[16.7 µM], -1, -7, 10, 0, -9, 4, -5

(next part)
SMILES	miR-122 sensor	Cneo AK release	LGR2 antag	FN deposit inh	Casp6 inh	PGC1a acetyl inh	PAX8 reporter	EWS-Fli block
C[C@H]1CN([C@@H](C)CO)C(=O)c2cc(/C=C/c3ccccc3)cnc2O[C@H]1CN(C)C(=O)C1CCC1	0[16.7 µM]	-1	-1	nt	0	4	nt	-11
CCCSc1cc(Cl)nc(N)n1	2	-4	-24	3	0	3	-25	2
C=CCn1nc2ccccc2c1OCCO	nt	0	-21	-7	1	nt	2	-41
COc1ccc(S(=O)(=O)N(C)C[C@H]2OCCCC[C@H](C)Oc3ccc(NC(=O)C4CCCCC4)cc3C(=O)N([C@H](C)CO)C[C@@H]2C)cc1	16[16.7 µM]	-1	-18	6	1	-6	20	2
Cc1ccc(CN(C)C(=O)C2CCC(=O)N(C3CCCCCC3)C2)cc1 (configuration not stated)	-2	-4	5	4	-1	-3	0	nt
O=C(C[C@H]1C=C[C@@H](NC(=O)C2CC2)[C@@H](CO)O1)NCCCN1CCOCC1	nt	-3	-5	nt	3	1	-11	-1
COC(=O)c1ccc(OCC(O)Cn2nnc3ccccc32)cc1 (configuration not stated)	-1	9	-13	nt	1	3	nt	-10
CCC(O)C1CCN(Cc2cn(-c3ccc(OC)cc3)nc2-c2cccc(F)c2)CC1 (configuration not stated)	-7	nt	1	nt	-2	-18	2	-11
Cc1ccc(-c2ccc3c(c2)O[C@H](CN(C)Cc2ccc(C(=O)O)cc2)[C@@H](C)CN([C@@H](C)CO)S3(=O)=O)cc1	0[16.7 µM]	-6	20	nt	-1	-1	nt	7
COc1ccc(/C=C2\SC(=O)N(CCn3cnnn3)C2=O)cc1	nt	nt	-35	8	-5	nt	5	-67
O=C(NC[C@H]1[C@H](c2ccccc2)[C@H](CO)N1C(=O)Cc1cccnc1)C1CCC1	21[16.7 µM]	81*	-13	nt	nt	0	-3	-1
O=C(NCC(=O)N1CCN(Cc2ccccc2)CC1)c1cc(Cl)cc([N+](=O)[O-])c1	5	2	-8	-3	1	6	21	15
C[C@H]1CN([C@@H](C)CO)S(=O)(=O)c2ccc(C#Cc3ccccn3)cc2O[C@@H]1CN(C)Cc1ccc(F)cc1	5[16.7 µM]	-3	14	nt	0	-2	29	37
CCCC(=O)Nc1ccc2c(c1)C(=O)N(C)[C@@H]1CC[C@@H](CC(=O)NCc3ccccc3F)O[C@@H]1CO2	0[16.7 µM]	-4	-3	-29	nt	5	2	-1

High-throughput results (PubChem BioAssay)

Compounds were not picked by outcome. Share with any hit: about 2.5%.
